PGC1a acetyl inh – PGC1a acetylation modulation, inhibitor mode | U2OS PGC1a acetylation, AlphaScreen anti-acetyl-lysine; with virally co-expressed GCN5 acetyltransferase | inhibition, % at 15.6 µM | 0.17% of 350,000 active | AID 651687;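 active = every replicate shows inhibition of at least 40%; inconclusive = mean inhibition at least 40% but some replicate below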;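 note: 0% = neutral control wells and 100% = positive control wells; some results beyond the cut were filed as inactive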
PglD DTNB – blocks C. jejuni PglD acetyltransferase activity. 0.098% of 360,000 active. purified PglD enzyme, DTNB colorimetric CoA detection. inhibition, % at 12.5 µM; in the data active = inhibition above about 16%, passing the limit was not always enough; inconclusive = no clear call, values can overlap the other calls; note: strong numbers were not always called active
Statin myotox sup – protects C2C12 myotubes from simvastatin toxicity; ATP luminescence, 48 h; scaled: DMSO 0, geranylgeraniol control 100; rescue of ATP level, % at 7.49 µM; 0.78% of 330,000 active; AID 602340;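 active = mean ATP rescue above about 67%, or every replicate alone reaching that limit, limit read from the data, passing the limit was not always enough; inconclusive = no clear call, values can overlap the other calls; inactive = mean under the limit and some replicate under it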;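 note: myotubes were challenged with 10 µM simvastatin during compound exposure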
Cneo AK release – Cryptococcus neoformans lysis via adenylate kinase release | 0.2% of 360,000 active | AID 651654 | lysis activity, % at 15 µM | C. neoformans lysis, adenylate kinase release luminescence, 4 h; normalised: neutral wells 0, clomiphene wells 100;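 active = mean lysis activity across replicates of at least 80%, whatever share of replicates individually reach that level; inactive = mean lysis activity below 80%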
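Signal: Adenylate kinase release luminescence | Assay system: Log-phase Cryptococcus neoformans yeast cells | Input: Cells at 5 × 10^6 per mL | Buffer or medium: Fresh YPD growth medium | Compound: Single dose | Schedule: Static 4 h at 37 °C with compound, 1 h detection | Controls: Clomiphene | Read-out: Luminescence rise reflecting yeast cell lysis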
LGR2 inh – Drosophila LGR2 receptor signaling inhibition | inhibition, % at 9.99 µM | 0.35% of 380,000 active | HEK293 LGR2, CRE-luciferase, bursicon-stimulated, 4 h;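 active = drop in luminescence signal, shown as inhibition above about 50% in the replicate tests, limit read from the data, passing the limit was not always enough; inconclusive = probably only some replicates passing the limit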;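 note: agonist challenge used bursicon conditioned medium at about half maximal strength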
GSIS activator – primary screen for activators of insulin secretion dependent on glucose, INS-1E cells, GLuc reporter luminescence; INS-1E GLuc reporter insulin secretion, 2-3 h; activation, % at 16.6 µM; 0.61% of 370,000 active; AID 743287;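 active = lowest replicate activation of at least 40%, so every replicate reaches that level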;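 note: 0% = median of neutral control wells and 100% = median of IBMX positive control wells; some compounds called inactive have numbers as strong as hits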
PAX8 reporter – PAX8 transcriptional activity inhibition. RMG-I TPO-luciferase reporter, SteadyGlo, 24 h. 1.2% of 360,000 active. AID 652154. inhibition, % at 12.6 µM;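 active = mean replicate inhibition at least 60% with every replicate also reaching 60%; inconclusive = only one of the two criteria is met; inactive = mean below 60% and not all replicates reaching 60%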;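 note: luciferase light reporting Pax8 driven TPO promoter activity; plate controls were median of neutral control wells for no effect and mitoxantrone controls for full effect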
ARNT TACC3 PPI – ARNT/TACC3 interaction disruption. inhibition, % at 9.99 µM. 0.66% of 390,000 active. AID 623870. Q9Y6A5. AlphaScreen His-ARNT PAS-B/GST-TACC3 binding, luminescence; TACC3 fragment carries E629A point mutation;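 active = mean inhibition of replicates at least 50% and at least half of replicates each reaching 50%; inconclusive = half or more replicates reach 50% but mean below 50%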;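 note: 0% = complete ARNT plus TACC3 wells and 100% = ARNT alone without TACC3; many hits fall short of the cut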
* hit, by the source's call; ? = inconclusive; / = not tested or not shown; & = joins results of further samples.

SMILES	PGC1a acetyl inh	PglD DTNB	Statin myotox sup	Cneo AK release	LGR2 inh	GSIS activator	PAX8 reporter	ARNT TACC3 PPI
CCOC(=O)C1CCCN(C(=O)c2cc(Nc3ccc(OC)cc3)nc3ccccc23)C1 (stereo unspecified)	/	0	/	-2	/	-30	-24	9
COc1ccc(C(C)=O)cc1COC(=O)[C@H](Cc1ccccc1)NC(=O)c1ccco1	7	-4	6	-1	4	-3	0	-8
C#CCOCCOCCOCCNc1nc(N2CCN(C(=O)[C@H](C)n3cc(CCC(=O)O)nn3)CC2)nc(N2CCN(C(=O)[C@H](CCCCN)n3cc(CCCC)nn3)CC2)n1	-2	1	2	1	-1	4	10	-6
COc1ccc(NC(=O)CCc2nnc3ccc(N4CCC(C)CC4)nn23)cc1	-15	1	-10	-5	-13	1	5	12
C[C@H]1CN([C@@H](C)CO)C(=O)c2cccc(NC(=O)c3ccc(-c4nccs4)cc3)c2O[C@H]1CN(C)C	8	1	11	-2	6	22	-4	-2
O=C(NCCCc1ccncc1)C1CCC(=O)N(Cc2cccc(F)c2)C1 (stereo unspecified)	11	3	-8	8	0	-14	-16	0
CCOC(=O)C1CCCN(C(=O)c2ccc3c(c2)C(C)(C)CCC3(C)C)CC1 (stereo unspecified)	-22	-3	4	4	17	-44	14	/
C[C@@H]1CCCCO[C@H](CN(C)Cc2ccc(C(F)(F)F)cc2)[C@H](C)CN([C@@H](C)CO)C(=O)c2cc(NC(=O)CCCN(C)C)ccc2O1	-5	0	/	3	14	3	/	6
COc1ccc(C(=O)N[C@H](C(=O)Nc2nc3c(s2)CCCC3)C(C)C)cc1	-22	-1	16	-3	-61	-32	-60	1
COc1ccc(NC(=O)Nc2ccc3c(c2)[C@@H]2C[C@@H](CC(=O)NCc4ccncc4)O[C@@H](CO)[C@@H]2O3)cc1	7	2	-1	-6	7	6	-1	-8
CC1(C)CC(=O)c2cc(C(=O)N3CCCC(C)(C)C3)c(=O)n(-c3ccccc3)c2C1	-8	1	-1	5	/	/	/	1
Cc1[nH]n(-c2ccccc2)c(=O)c1C=NC1CCCCCC1	/	/	/	/	-7	11	-28	-3
CC(C)NC(=O)c1onc(CSc2ccc(Cl)cc2)c1C(=O)O	/	6	20	19	4	-15	-11	-1
CN1CCN(C(=O)c2cc(=O)c3cc(Cl)ccc3o2)CC1	0	-6	6	-1	-14	11	1	-4
O=C(NCCc1ccc(Cl)cc1)c1cccc(N2CCCC2=O)c1	3	0	10	0	/	/	/	-1
Cc1ccccc1-c1csc(C(O)c2ccccc2)n1 (stereo unspecified)	-5	-2	5	-1	/	/	-66	/
COc1ccc(NC(=O)N2CC3(C2)CN(C(=O)C2CCC2)[C@H](CO)c2c3c3ccc(OC)cc3n2C)cc1	0	/	/	/	-4	-24	-9	/
O=c1nc(N/N=C/C=C/c2ccccc2)cn[nH]1	-6	/	/	/	67*	17	-33	15
CC(=O)Nc1ccc(NC(=O)C(C)OC(=O)CCc2nc3ccccc3s2)cc1 (stereo unspecified)	/	/	/	/	11	6	-11	2
Cc1noc(C)c1NC(=O)Nc1ccc2c(c1)C(=O)N([C@H](C)CO)C[C@@H](C)[C@@H](CN(C)C(=O)NC1CCCCC1)OCCCC[C@@H](C)O2	-9	-57	/	-1	-8	-5	6	-8
COc1ccc(S(=O)(=O)N2CCCCC2)cc1NC(=O)Cc1ccsc1	-5	-2	-6	0	-10	14	2	1
CCC(Sc1nc2ccc(C)cc2[nH]1)C(=O)O (stereo unspecified)	-6	-2	0	-2	8	15	/	0
COc1ccc2c3c([nH]c2c1)[C@@H](CO)N(C(C)=O)CC31CN(C(=O)Nc2ccc(F)cc2F)C1	-6	/	/	/	3	-13	-10	/
O=S(=O)(Cc1ccccc1)Nc1ccc(Br)cn1	-8	/	2	/	/	-12	-11	-32
CCCCCCSc1ccc([C@H]2N[C@@](CC(C)C)(C(=O)OC)[C@H]3C(=O)N(C)C(=O)[C@@H]23)cc1OC	-14	-1	3	7	-2	-4	0	1

Marked active in LGR2 inh, of those listed so far:
mol | PGC1a acetyl inh | PglD DTNB | LGR2 inh | GSIS activator | ARNT TACC3 PPI
O=c1nc(N/N=C/C=C/c2ccccc2)cn[nH]1 | -6 | / | 67* | 17 | 15

The results go on.
SMILES	PGC1a acetyl inh	PglD DTNB	Statin myotox sup	Cneo AK release	LGR2 inh	GSIS activator	PAX8 reporter	ARNT TACC3 PPI
COc1ccc(/C=N/NC(=O)CN(C2=NS(=O)(=O)c3ccccc32)c2ccccc2)cc1OC	/	/	/	/	-14	60*	-11	4
CN(C)CCCN(C(=O)c1ccco1)c1nc(-c2ccc(Cl)cc2)cs1	-9	-1	-5	-2	6	-26	-8	20
COc1ccc(-c2nsc(SCC(=O)Nc3ccc4c(c3)OCO4)n2)cc1	/	/	/	/	-6	-2	-13	-6
COCCNC(=O)c1ccccc1NC(=O)c1ccccc1N(C)S(=O)(=O)c1ccc(C)cc1	3	-7	13	0	-1	-12	/	-2
N#C/C(=C/c1ccc(Oc2ccc([N+](=O)[O-])cn2)cc1)C(=O)N1CCOCC1	-2	-3	/	1	26	-8	-2	-4
N#C[C@H]1[C@@H](c2ccccc2)[C@H](CO)N1C(=O)Cc1ccccn1	4	1	-30	0	-2	4	-15	11
C[C@H](CO)N1C[C@H](C)[C@@H](CN(C)C(=O)Nc2ccc(F)cc2)OCCCC[C@H](C)Oc2ccc(NC(=O)CCC(F)(F)F)cc2C1=O	3	-12	/	-7	4	-5	-22	-3
Cc1nnsc1C(=O)Nc1ccc(S(=O)(=O)N2CCCCC2C)cc1 (stereo unspecified)	3	-5	-18	0	-11	10	2	3
C=CCNC(=O)COc1ccc(Oc2ccccc2)cc1	-13	/	/	/	14	-8	-35	-3
Cc1cc(-c2nnc(SCC(=O)c3ccc4c(c3)OCCO4)o2)no1	-2	/	/	33	/	14	9	-6
CN(C(=O)c1ccccc1C(=O)OCC(=O)NC(=O)NC(C)(C)C)C1CCCCC1	-45	/	/	/	-10	-8	-21	0
C[C@@H]1CCCCO[C@@H](CN(C)S(=O)(=O)c2cccs2)[C@H](C)CN([C@H](C)CO)C(=O)c2cc(NC(=O)CCC(F)(F)F)ccc2O1	-6	3	/	1	-16	-12	3	2
CC(C)COC(=O)N(C)C[C@@H]1OCc2cnnn2CCCC(=O)N([C@@H](C)CO)C[C@H]1C	16&-3&1	-2&1&0	-5&-4&-2	4&-1&-6	-19&15	5&1	-14&4	-8&-1
O=C(CN(C(=O)c1csnn1)c1cccc(Cl)c1)NCCc1ccccc1	/	-5	-17	-2	-9	3	-2	-5
O=S(=O)(Nc1cc(Cl)ccc1-n1cncn1)c1ccccc1Cl	-1	-3	5	0	0	-31	2	2
CCC(C)NC(=O)[C@H](CSCc1ccccc1)N1Cc2ccccc2C1=O (stereo partly specified)	-9	-2	0	1	11	-6	2	-10
Cc1ccc(N2C(=O)CSC2c2ccccn2)cc1Cl (stereo unspecified)	14	0	4	-2	/	/	/	2
COc1cc(CCC(=O)OCC(=O)NC(=O)c2ccc(Cl)cc2)cc(OC)c1OC	-1	-5	0	0	-30	4	0	-9
CCCCN1C(=O)/C(=C/C=C2\Oc3ccccc3N2CC)SC1=S	-3	-4	-18	-3	39	-16	-5	-4
Cc1nc2ccccc2nc1OCC(=O)Nc1ccc2ccccc2c1	2	17	/	-1	4	7	-7	-6
O=C(Nc1ccnn1C1CCN(Cc2ccc(C#CCCO)cc2)CC1)c1cccc(F)c1	4	-1	-12	3	8	-3	2	-1
O=C(O)c1cc([N+](=O)[O-])ccc1NCc1cccnc1	11	-8	4	0	7	3	-14	-5
CC1CCC(NC(=O)CN2CCN(S(=O)(=O)c3cccs3)CC2)CC1 (stereo unspecified)	6	-6	25	0	-4	0	10	8
CCC(=O)Nc1ccc2c(c1)C(=O)N(C)C[C@H](OC)[C@H](C)CN(C(C)=O)[C@H](C)CO2	/	20	-9	63	12	3	-4	1
O=C(c1cccc(S(=O)(=O)N2CCOCC2)c1)N(Cc1ccc(F)cc1)Cc1ccco1	2	/	/	/	0	-8	12	-2
More records follow:
SMILES	PGC1a acetyl inh	PglD DTNB	Statin myotox sup	Cneo AK release	LGR2 inh	GSIS activator	PAX8 reporter	ARNT TACC3 PPI
C[C@H](CO)N1C[C@H](C)[C@@H](CN(C)S(=O)(=O)c2ccccc2C#N)OCc2cn(nn2)CCCC1=O	-5&0	/	12	/	-7&-8	6&0	-8	/
Cc1c(C)n(CCN(C)C)c2ncnc(NCc3ccccc3)c12	-13	3	-4	6	-4	9	2	-3
COCCNC(=O)Cn1nc(C(F)(F)F)c(Br)c1C	/	-2	3	-2	/	/	/	-13
COc1ccc(-c2cc(C(=O)NCc3ccc(F)cc3)[nH]n2)c(C)c1	-14	-4	10	-1	11	-32	2	/
CCCNC(=O)N1[C@H](C#N)[C@@H](c2ccc(C3=CCCC3)cc2)[C@H]1CO	-7	10	-17	53	-1	1	-10	-6
Cn1c(=O)c2c(nc(CN3CCOCC3)n2CCN2CCOCC2)n(C)c1=O	17	-3	/	6	4	8	/	-6
O=C1c2oc3ccccc3c(=O)c2C(c2cccc(O)c2)N1c1ccccn1 (stereo unspecified)	6	-3	1	-3	-1	-9	20	/
C[C@@H]1CN([C@@H](C)CO)S(=O)(=O)c2ccc(C#CC3CCCCC3)cc2O[C@H]1CN(C)Cc1cccnc1	?	3	-97	-6	-17	-16	/	/
CNC[C@@H]1Oc2c(NC(=O)C3CCOCC3)cccc2C(=O)N([C@@H](C)CO)C[C@H]1C	0	6	5	-5	-25	13	2	/
COc1ccc(OC)c(NC(=O)CCCc2ccccc2)c1	3	2	1	6	-13	-1	5	-7
O=C(NC(=S)Nc1ccc(Br)cc1)C1CCC1	-4	4	-199	146*	-31	2	-115	5
O=C(Nc1ccc(OC(F)(F)C(F)F)c(NC(=O)c2ccc(F)cc2)c1)c1ccc(F)cc1	-1	-3	-73	1	/	/	-13	-3
CC(CC(=O)N1CCc2ccccc21)S(=O)(=O)c1ccc2c(c1)NC(=O)CO2 (stereo unspecified)	-8	1	3	8	-7	5	12	-12
COc1ccc(C2c3ccc(O)cc3Oc3ncn(Cc4ccco4)c(=N)c32)cc1 (stereo unspecified)	2	/	-6	/	30	-12	12	8
COC(=O)/C=C(\C)N=Nc1c(O)[nH]c2ccccc12	7	0	/	-4	-12	0	7	-3
CN1CCN(C(=O)C2=C[C@H](c3coc4ccccc4c3=O)C[C@H](OCCCCO)O2)CC1	10&4	-3	-4	0&0	-12	11	-7&-2	-10
C[C@H](CO)N1C[C@H](C)[C@@H](CN(C)C(=O)NC2CCCC2)Oc2ncc(C#CC3CCCCC3)cc2C1=O	0	6	19	67	1	-33	/	4
CCOC(=O)N1CCN(C(=O)CSc2nnc(C3COc4ccccc4O3)o2)CC1 (stereo unspecified)	/	1	-6	-2	40	12	7	5
C=CCn1c(O)c(CN2CCOCC2)c(C)c(C#N)c1=O	-2	-6	2	-1	/	/	/	14
CC12CCC(c3nnc(SCc4ccc(Cl)cc4)nc31)C2(C)C (stereo unspecified)	-5	5	/	0	/	/	/	0
Cc1ccc(NC(=S)N(CCCN2CCN(C)CC2)Cc2cccs2)cc1C	/	/	/	/	-2	3	-15	10
O=C(OCn1nnc2ccccc2c1=O)c1ccc2c(=O)n3c(nc2c1)CCC3	-4	-1	-6	0	-6	-4	/	-5
O=C(NCC1CCCO1)[C@@H]1CSC2c3ccccc3C(=O)N21 (stereo partly specified)	-3	22*	0	-2	10	-6	/	-8

Screening results deposited in PubChem by Broad Institute.
